CHO-K1 Ca ag: counter-screen for M1 agonists: effect in parental CHO-K1 cells. 360,000 compounds, 0.48% hits. Fluo-8 calcium fluorescence; scaled to maximal ATP response, vehicle zero. activation, % at 3 µM; in the data active = activation above about 15%;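 also: untransfected CHO-K1 host cells lacking M1 receptor as counterscreen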
M5 PAM: positive allosteric modulators of human muscarinic M5 receptor; activation, % at 3 µM; CHO-K1 hM5, Fluo-8 calcium, ACh EC20 PAM; 0% = ACh EC20, 100% = ACh EC100; 360,000 compounds, 0.3% hits;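 active = activation above the run cutoff, the mean activation of all test compounds plus 3 SD, cut at about 18% in these data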
Target sequence (P08912 whole entry, looked up): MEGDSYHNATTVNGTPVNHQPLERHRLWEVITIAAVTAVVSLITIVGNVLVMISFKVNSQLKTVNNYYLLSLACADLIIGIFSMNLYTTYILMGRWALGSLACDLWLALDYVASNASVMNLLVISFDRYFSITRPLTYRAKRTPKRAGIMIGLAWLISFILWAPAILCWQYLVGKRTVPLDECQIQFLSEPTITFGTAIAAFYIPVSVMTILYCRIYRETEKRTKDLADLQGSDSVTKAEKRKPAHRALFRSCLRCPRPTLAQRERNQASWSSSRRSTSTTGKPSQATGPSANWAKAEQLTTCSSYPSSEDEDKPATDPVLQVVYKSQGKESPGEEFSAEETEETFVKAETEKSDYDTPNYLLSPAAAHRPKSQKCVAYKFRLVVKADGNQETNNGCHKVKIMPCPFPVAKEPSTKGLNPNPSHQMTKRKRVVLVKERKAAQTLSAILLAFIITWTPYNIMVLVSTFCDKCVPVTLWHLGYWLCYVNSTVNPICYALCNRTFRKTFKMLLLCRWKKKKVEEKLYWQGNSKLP
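system = human M5 receptor in CHO-K1 cells | compound = one concentration, 3 µM final (nominal) | schedule = Post-acetylcholine fluorescence recording 140 s | signal = Fluo-8 calcium dye fluorescence, kinetic read | benchmarks = low control EC20 acetylcholine (0%), high control EC100 acetylcholine (100%) | repeats = singlicate, one well per test compound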
CHRM5 agonist: CHRM5 agonism in calcium assay; P08912; CHO-K1 hM5 cells, Fluo-8 calcium fluorescence; 0% DMSO wells, 100% maximal acetylcholine response; activation, % at 3 µM; 360,000 compounds, 0.19% hits;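 active = activation above the run's mean over test compounds plus 3 SD, cut at about 23% in these data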;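 also: signal is peak over basal fluorescence ratio across the kinetic read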
CHO-K1 Ca antag: M1 antagonist counterscreen hit in parental CHO-K1 cells | inhibition, % at 3 µM | ATP-induced calcium, Fluo-8 fluorescence | AID 602250 | 360,000 compounds, 0.6% hits;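 active = inhibition above a per-plate cutoff, the plate's mean sample inhibition plus 3 SD, cut at about 24% in these data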;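 also: 0% = DMSO plus EC80 ATP and 100% = DMSO alone without ATP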
CHRM4 agonist: agonists of human muscarinic M4 receptor (CHRM4) | AID 624127 | activation, % at 3 µM | 360,000 compounds, 0.14% hits | CHO-K1 hM4/Gqi5, Fluo-8 calcium fluorescence; vehicle 0%, full acetylcholine response 100%;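 active = activation above the run mean over all test wells plus 3 SD, cut at about 32% in these data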;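 also: peak over basal fluorescence ratio per well then scaled between controls; 0% = DMSO wells and 100% = acetylcholine at EC100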
Target sequence (P08173 whole entry, looked up): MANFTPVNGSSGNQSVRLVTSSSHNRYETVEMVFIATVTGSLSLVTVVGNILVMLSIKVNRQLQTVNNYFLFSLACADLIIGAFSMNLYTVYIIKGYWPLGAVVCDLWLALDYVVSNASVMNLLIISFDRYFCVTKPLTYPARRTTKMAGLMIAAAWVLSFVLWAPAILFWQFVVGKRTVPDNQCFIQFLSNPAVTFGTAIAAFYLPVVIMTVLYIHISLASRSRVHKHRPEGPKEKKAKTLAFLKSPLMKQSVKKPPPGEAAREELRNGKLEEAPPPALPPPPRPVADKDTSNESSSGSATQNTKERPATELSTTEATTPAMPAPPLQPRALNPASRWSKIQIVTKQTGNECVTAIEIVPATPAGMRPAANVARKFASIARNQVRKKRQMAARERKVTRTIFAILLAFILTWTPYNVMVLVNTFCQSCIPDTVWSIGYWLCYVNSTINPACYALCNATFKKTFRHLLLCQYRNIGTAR
M4 PAM: positive allosteric modulators of human muscarinic M4 receptor; CHO-K1 hM4/Gqi5, Fluo-8 calcium fluorescence, ACh EC20; 0% = ACh EC20, 100% = maximal ACh; activation, % at 3 µM; AID 624126; P08173; 360,000 compounds, 0.4% hits;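 active = activation above its plate's cutoff, the mean activation of sample wells plus 3 SD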; also: some results filed as inactive read as strong as hits
M4 antag: antagonists of human muscarinic M4 receptor (CHRM4); P08173; CHO-hM4 cells, ACh EC80, Fluo-8 calcium fluorescence; inhibition, % at 3 µM; 360,000 compounds, 0.73% hits; AID 624125;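 active = inhibition above its plate's cutoff, the mean inhibition of sample wells plus 3 SD, cut at about 27% in these data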;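 also: 0% = acetylcholine EC80 with DMSO and 100% = DMSO without agonist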
M1 PAM parental: M1 PAM counterscreen hit in parental CHO-K1 cells | 360,000 compounds, 0.02% hits | activation, % at 3 µM | ATP EC20, Fluo-8 calcium fluorescence; 0% at ATP EC20, 100% at ATP max;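 active = activation above the run cutoff, the mean activation of all test compounds plus 3 SD, cut at about 40% in these data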;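 also: peak over basal fluorescence ratio in a 140 s read after ATP addition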
M5 antag: blocks acetylcholine activation of human M5 receptor; P08912; CHO-hM5 cells, Fluo-8 calcium fluorescence, ACh EC80; inhibition, % at 3 µM; 360,000 compounds, 0.59% hits; AID 624040;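 active = inhibition above a per-plate cutoff, the mean of that plate's test compounds plus 3 SD, cut at about 27% in these data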;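 also: 0% = acetylcholine EC80 with DMSO and 100% = DMSO without agonist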
Starred values were filed as active, the others as inactive. Compounds were not picked by outcome; 2.7% or so of the library scored in one or more.

SMILES | CHO-K1 Ca ag | M5 PAM | CHRM5 agonist | CHO-K1 Ca antag | CHRM4 agonist | M4 PAM | M4 antag | M1 PAM parental | M5 antag
COc1ccc(CCN2C(=O)N(c3ccc(OC)cc3)C(=O)C2CC(=O)Nc2ccc(OC)cc2)cc1 (stereo unspecified) | 2.5 | -2 | -3 | -14 | 6 | -1 | -17 | 11 | 10
Cc1cnc(=O)[nH]c1SCC(=O)c1ccc(F)cc1 | 0.6 | -1 | -3 | 0 | 2 | 0 | -6 | 4 | -9
CCc1nc2ccccc2n(CC)c1=O | 0.2 | 1 | 2 | -1 | 1 | 6 | 2 | 18 | 2
CC1(C(=O)Nc2ccccc2Br)CCN1C(=O)Cc1ccc(Cl)cc1Cl (stereo unspecified) | -0.1 | 1 | 1 | -1 | 1 | 5 | -9 | -6 | 0
COc1ccc(CC(N)c2csc(NC(=O)c3ccccc3)n2)cc1 (stereo unspecified) | 2.1 | -2 | 7 | 2 | 14 | 1 | -15 | -5 | -7
CCCn1cc(CN2CCC(n3nccc3NC(=O)c3ccc4c(c3)OCO4)CC2)c(C)n1 | 0.2 | 5 | -4 | -24 | 2 | 2 | -2 | 22 | -9
Cc1c(NC(=O)CCC(=O)N2CCOCC2)c(=O)n(-c2ccccc2)n1C | 0.6 | -6 | -1 | -6 | 0 | 2 | 2 | 15 | 6
CCCCN1C(=O)C(CC(=O)NC2CCCC2)CC(C(=O)N2CCOCC2)=C1C (stereo unspecified) | 0.1 | -2 | 0 | 12 | 0 | 0 | 0 | -4 | 13
O=S(=O)(Cc1ncc(C(F)(F)F)cc1Cl)c1ccccc1 | 1.2 | 1 | -4 | -4 | 1 | 5 | -9 | 30 | 1
Cc1cccc(OCc2nnc(SCC(=O)Nc3sc(C)c(C)c3C#N)n2C)c1 | 0.2 | 0 | -1 | -10 | 1 | 2 | 0 | 13 | 0
O=S(=O)(c1cnc[nH]1)N1CCN(C(c2ccc(F)cc2)c2ccc(F)cc2)CC1 | 0.6 | -1 | -1 | -4 | 1 | -1 | 3 | 8 | 5
O=C(CCSCCC(=O)NCC1CCCO1)NCC1CCCO1 (stereo unspecified) | -0.3 | 5 | 0 | 3 | 0 | -1 | -1 | -2 | -2
COc1ccc(-c2noc(=O)n2Cc2ccc(F)cc2Cl)cc1 | 2.5 | -12 | -9 | -15 | 1 | -11 | 5 | 6 | 5
CC(C)CN1C(=O)C(=O)N(CC(=O)N2CCC(Cc3ccccc3)CC2)C1=O | 0.1 | -2 | -1 | 2 | 1 | 13 | 1 | -10 | 1
N#CCc1ccc(NC(=O)Cn2c(=O)oc3ccccc32)cc1 | 0.7 | -1 | 0 | -1 | 2 | -1 | 1 | 12 | 1
CCC(C)(C(=O)NC1CCCC1)N(Cc1cccs1)C(C)=O (stereo unspecified) | 0.0 | 11 | -2 | -1 | 0 | -2 | 0 | 14 | -11
Cc1cc(OC(C)C(=O)N2CCN(c3ccc(F)cc3)CC2)c2c(C)c(C)c(=O)oc2c1 (stereo unspecified) | 0.8 | -5 | -3 | -11 | 0 | 0 | 3 | 5 | 14
O=C(Nc1cc([N+](=O)[O-])ccc1N1CCCC1)c1ccco1 | 6.4 | 9 | 0 | -2 | 0 | -5 | 8 | 9 | 7
Cc1ccc(/C=N\NC(=O)CNC(=O)C23CC4CC(CC(C4)C2)C3)o1 | 0.0 | -4 | -3 | -1 | 1 | 1 | -1 | -8 | 7
CCOC(=O)C1(C)C(C(=O)OC)=C(c2ccc(OC)cc2)c2ccccc2N1C(=O)OC (stereo unspecified) | 1.0 | -2 | 0 | -24 | 1 | -2 | -11 | 9 | -12
CC(C)CN1C(=O)c2ccccc2C1(O)Cc1ccccc1 (stereo unspecified) | 0.3 | 4 | -6 | -7 | -2 | -2 | -2 | 20 | 4
COc1ccc(NS(=O)(=O)c2ccc(-n3nnc4ccccc43)c([N+](=O)[O-])c2)cc1 | 7.8 | -15 | 14 | -14 | 14 | 1 | -18 | -6 | 3
Cc1ccc2c(C)c(C(=O)Nc3ccc(S(=O)(=O)Nc4onc(C)c4C)cc3)oc2c1 | 0.2 | -3 | -1 | 1 | 0 | -5 | 0 | 6 | -15
O=S(=O)(c1ccc(Cl)c(C(F)(F)F)c1)N1CCN(CC(O)COCC2CCCO2)CC1 (stereo unspecified) | 0.2 | -6 | -10 | -9 | 2 | 2 | -2 | 4 | -2

Overlap with the part before: three entries, followed by the next part.
SMILES | CHO-K1 Ca ag | M5 PAM | CHRM5 agonist | CHO-K1 Ca antag | CHRM4 agonist | M4 PAM | M4 antag | M1 PAM parental | M5 antag
COc1ccc(NS(=O)(=O)c2ccc(-n3nnc4ccccc43)c([N+](=O)[O-])c2)cc1 | 7.8 | -15 | 14 | -14 | 14 | 1 | -18 | -6 | 3
Cc1ccc2c(C)c(C(=O)Nc3ccc(S(=O)(=O)Nc4onc(C)c4C)cc3)oc2c1 | 0.2 | -3 | -1 | 1 | 0 | -5 | 0 | 6 | -15
O=S(=O)(c1ccc(Cl)c(C(F)(F)F)c1)N1CCN(CC(O)COCC2CCCO2)CC1 (stereo unspecified) | 0.2 | -6 | -10 | -9 | 2 | 2 | -2 | 4 | -2
CC(=O)Nc1cccc(-c2ccnc3c2CC(C)(C(=O)Nc2ccc(C(C)C)cc2)O3)c1 (stereo unspecified) | 0.2 | -4 | 0 | -5 | 2 | -3 | 3 | -6 | 2
Cc1cccc2nc(CSc3nc4ccc([N+](=O)[O-])cc4[nH]3)cn12 | 0.1 | 1 | -5 | -14 | 0 | 14 | 6 | 21 | 0
CC1(C)CC(c2nc(-c3ccc(Cl)cc3)cs2)CCS1 (stereo unspecified) | 0.0 | 0 | -2 | -15 | 0 | 7 | -9 | 14 | -8
O=C(CSc1nnc(CCCO)n1-c1ccccc1)Nc1nccs1 | 1.7 | 1 | 3 | -5 | 1 | 5 | -7 | 12 | 1
CCOC(=O)C(NCc1ccccc1OC)(NC(=O)c1ccccc1)C(F)(F)F (stereo unspecified) | -0.2 | -5 | -7 | 10 | 0 | 0 | 7 | -6 | 8
COC(=O)C(CO)NC(=O)C(C)NC(=O)CNC(=O)OCc1ccccc1 (stereo unspecified) | 1.0 | 9 | 3 | -7 | 0 | 5 | -10 | 20 | -2
COc1cc(CCN(C(=O)c2cc3ccccc3[nH]2)C(c2ccccn2)c2nc3ccccc3[nH]2)cc(OC)c1 (stereo unspecified) | 3.7 | 0 | 5 | -19 | 11 | 4 | -7 | -1 | 1
COc1cc2cc(CCCOC(=O)CCC(=O)O)oc(=O)c2cc1OC | -0.4 | 2 | 2 | -5 | 1 | 1 | 2 | -19 | 2
OCCNCCNCc1ccccc1OCc1ccccc1 | 0.0 | 7 | -3 | 5 | 2 | -9 | 1 | -18 | -2
COc1ccccc1CNS(=O)(=O)c1ccc(-c2cnc(C3CC3)o2)cc1 | 10 | -7 | 0 | -3 | 13 | -4 | -1 | 12 | 8
CC1CCN(C2CCN(S(=O)(=O)c3ccc(C(F)(F)F)cc3)CC2)CC1 | -0.6 | 7 | -6 | -21 | -1 | -3 | 1 | 27 | 2
O=c1cc(N2CCc3ccccc3C2)[nH]c(=O)n1Cc1ccc(F)cc1 | 0.3 | -2 | 0 | -11 | -1 | -2 | 1 | 18 | -7
COc1ccc(-c2cn[nH]c2C)cc1 | 0.3 | 3 | 3 | 2 | 0 | -3 | 6 | 11 | 2
Cc1ccc(NC(=O)c2ccccc2Cl)cc1-n1cnnn1 | 0.2 | -5 | -3 | 10 | 1 | -2 | -1 | -1 | -3
O=Cc1ccc(N2N=C(c3ccccc3)CC2c2ccccc2)cc1 (stereo unspecified) | 0.8 | 0 | -7 | -27 | 1 | -10 | -2 | 23 | 3
Cc1ccc(Sc2cc(N3CCOCC3)nc(-c3ccccc3)n2)cc1 | 0.3 | -1 | -1 | -3 | 0 | 6 | 5 | 21 | 2
Clc1ccccc1CNCc1ccc2c(c1)OCO2 | 0.2 | 3 | 0 | -8 | 1 | 1 | -6 | 18 | 0
Cc1cc(C)c(S(=O)(=O)NC2CC(C)(C)NC(C)(C)C2)cc1C | 1.0 | 6 | -10 | -14 | 0 | -1 | -12 | 18 | -4
CC1(C)CC(=O)C(C=NCCN2CCN(CC(=O)Nc3ccc(F)cc3)CC2)=C(O)C1 | 0.0 | 3 | 2 | -1 | 0 | -18 | 0 | 3 | -3
COC(=O)CC1C(=O)NCCN1C(=O)CSc1nnnn1-c1ccc(Cl)cc1 (stereo unspecified) | 0.2 | -9 | 1 | -15 | 0 | -1 | -1 | 12 | 7
COCc1[nH]nc2c1C(c1sccc1C)C(C#N)=C(N)O2 (stereo unspecified) | -0.1 | -2 | -2 | 16 | 0 | 4 | 10 | -6 | 8
COc1ccc(NC(=O)/C(C#N)=C/c2cc(C)n(-c3ccc(N4CCOCC4)c([N+](=O)[O-])c3)c2C)cc1 | 0.3 | -3 | 1 | -7 | 2 | -2 | -1 | 17 | 4
COc1ccc(N(C(=O)CNC(=O)c2ccco2)C(C(=O)NCC2CCCO2)c2ccccc2)cc1Cl (stereo unspecified) | 3.4 | -5 | 1 | 0 | 13 | -14 | 8 | 5 | 16
CC1=CC2=NC(=O)/C(=C\c3cccn3CCOc3cc(C)ccc3C)C(=N)N2O1 | 1.2 | 0 | -1 | -9 | 0 | -4 | -4 | 15 | -7
O=C(CC1(O)C(=O)Nc2ccccc21)c1ccccc1O (stereo unspecified) | 1.3 | 8 | 0 | -10 | 2 | 13 | 4 | 25 | -4
c1ccc(C[C@H]2CN=C(Nc3ccccc3)N2CC2CCCC2)cc1 | 2.7 | -10 | -2 | -10 | 6 | -3 | -9 | 11 | -10
O=S(=O)(c1ccccc1)c1cnn(-c2ccccc2)c1-c1ccc(Cl)cc1 | 0.7 | -14 | -6 | 5 | -2 | -17 | 10 | 12 | 13
Cc1ccc(C)c(NC(=O)CN(C)C(=O)C2=NNC(=O)CC2)c1 | -0.1 | 1 | 1 | -9 | -1 | -2 | 2 | 13 | 2
CCOc1ccccc1Cn1c(=O)oc2ccc(C)cc21 | -0.5 | 0 | -6 | 7 | -3 | 12 | 3 | -6 | 7
CCCOc1ccc(C(=O)NCCc2ccccc2)cc1 | 0.1 | 0 | -5 | 2 | -1 | 1 | 1 | 13 | 4
Cc1cccc(OCCNC(=O)c2cc(C3CC3)nc3c2cnn3C(C)C)c1 | 0.3 | 0 | 1 | -2 | 0 | -1 | -2 | 2 | 0
O=S(=O)(NCc1ccc(F)cc1)c1ccc2c(c1)OCCO2 | 0.1 | -1 | -3 | -10 | 2 | 1 | -2 | 8 | -2
Cc1cc(Nc2ccc(F)cc2C)n2ncnc2n1 | 2.9 | -3 | 1 | 0 | 1 | 9 | -10 | 24 | 1
CCOc1cccc(/C=C/c2cc(C(=O)O)c3ccccc3n2)c1OC | 1.1 | 7 | 1 | -9 | 0 | 5 | -8 | 14 | 0
CCCN(Cc1ccccc1)C(=S)Nc1ccc(C(C)=O)cc1 | 5.3 | -14 | -6 | -6 | 19 | -11 | 0 | 16 | 18
COc1ccc(NC(=O)/C(=C\c2cc(OC)c(OC)cc2[N+](=O)[O-])NC(=O)c2ccccc2)cc1 | 0.3 | 0 | 1 | 0 | 0 | 7 | 8 | 8 | -2
